Screening data: PubChem BioAssay, National Center for Advancing Translational Sciences (NCATS)
KB-V1 MDR tox = kills drug-selected multidrug resistant KB-V1 cells | KB-V1 MDR cells viability, CellTiter-Glo, 72 h | Potency, µM (series often up to 46.1 µM), inactives show top-dose activity change, negative = cytotoxicity, hits mostly cytotoxic | 3.4% of 400,000 active; note: potency is the fitted concentration of half-maximal effect; % is set by controls: 0 for no effect and ±100 for the full control effect; nearly all actives have a fitted effect of over 60% in size
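Cells of the MDR subline KB-V1 are plated, dosed with compound at multiple concentrations, and incubated 72 h at 37 degrees C; CellTiter-Glo is then added and luminescence read after 10 min.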
IL-1B inflam inh = inflammasome signaling inhibition, IL-1 beta readout; THP-1 LPS/ATP IL-1B secretion, AlphaLISA, 16 h; hits give low values; activity change, % at 57.5 µM; 4.7% of 360,000 active; AID 743279; in the data active = activity change below about -50%; inconclusive = mostly about -30% to -49%; note: % is set by controls: 0 for no effect and ±100 for the full control effect
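Secreted IL-1B measured by AlphaLISA bead assay after 16 h compound exposure of THP-1 cells; compounds (final up to 57.5 uM) added 1 h before LPS (250 ng/mL) and ATP (1.25 mM) stimulation; lower signal means less secretion.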
HT1080-NT tox = kills 2HG-producing HT-1080-NT fibrosarcoma cells | HT-1080-NT fibrosarcoma viability, CellTiter-Glo ATP luminescence, 48 h | Potency, µM (series often up to 46.1 µM), for the others: top-dose activity, negative = less viability, most hits filed as cytotoxic | 1.6% of 360,000 active | AID 686970;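 note: NT is the 2HG producing partner of a matched IDH1 knockdown line; potency is the fitted concentration of half-maximal effect; 0% = DMSO-treated cells and -100% = media-only wells without cells; nearly all actives have a fitted effect of over 55% in size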
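Viability of the 2HG-overproducing fibrosarcoma line after 48 hours of compound exposure at 37 degrees C was determined by luminescence with CellTiter-Glo, and concentration-effect curves were then fitted and categorized.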
ATXN2 expr inh = inhibitors of ATXN2 expression; Potency, µM (top dose mostly 57 µM), without a hit: top-dose activity change, negative = inhibition, hits mostly inhibitors; HEK-293 ATXN2-luciferase reporter, luminescence, 24 h; 0.72% of 360,000 active; AID 1745845; note: potency is the fitted concentration of half-maximal effect; % is set by controls: 0 for no effect and ±100 for the full control effect; nearly all actives have a fitted effect of over 55% in size
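ATXN2-luciferase reporter cells (luciferase flanked by upstream and downstream ATXN2 gene portions) were treated 24 h at 37 °C with compounds at up to 57 uM. SteadyGlo luminescence gave expression; GF-AFC fluorescence gave viability.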
HT1080 IDH1KD tx = kills HT-1080 cells with IDH1 knockdown; HT-1080 IDH1 knockdown viability, ATP luminescence, 48 h; Potency, µM (top dose mostly 46.1 µM), for inactives: at the top dose activity, negative = toxicity, hits mostly cytotoxic; 2% of 360,000 active;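 note: potency is the fitted concentration of half-maximal effect; 0% = DMSO wells and -100% = cell-free medium wells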
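CellTiter-Glo luminescence after 48 h compound exposure at 37 degrees C of IDH1-knockdown HT-1080 cells in 5% FBS RPMI. %Activity scaled between DMSO wells and cell-free media wells, with curves fitted and assigned curve classes.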
SW480 rerep = DNA re-replication induction in SW480 cells; 1.8% of 340,000 active; Potency, µM (top dose mostly 46.1 µM), for the others: at the top dose re-replication activation, usual class: activators; SW480 DNA re-replication, Hoechst DNA content imaging, 48 h; note: potency is the fitted concentration of half-maximal effect; % of control where 0% means no effect; nearly all actives have a fitted effect of over 55% in size
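250 cells/well; 23 nL cpd via pin tool; 48 hr, 37 C, 5% CO2; Hoechst 40 min; imager read of total nuclear intensity, ex 405/em 500-530 nm.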
KB-3-1 tox = KB-3-1 parental cell cytotoxicity | KB-3-1 viability, CellTiter-Glo ATP luminescence, 72 h | Potency, µM (series often up to 46.1 µM), without a hit: top-dose activity change, negative = cytotoxic, actives largely listed as cytotoxic | 1.4% of 400,000 active | AID 1347075; note: potency is the fitted concentration of half-maximal effect; % is set by controls: 0 for no effect and ±100 for the full control effect; nearly all actives have a fitted effect of over 60% in size
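KB-3-1 cells, DMEM (no phenol red) + 10% FBS; compound by pin transfer, 72 h, 37 °C. Readout: CellTiter-Glo luminescence after 10 min. Data normalized, curve-fitted.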
S2 tox = viability counter-screen for ATXN expression inhibitors. 0.49% of 400,000 active. S2 cells (HEK-293 line with an ATXN2-luciferase reporter) viability, CellTiter-Fluor protease fluorescence, 24 h. Potency, µM (titrated, usually from 56.7 µM), usual class: cytotoxic; note: potency is the fitted concentration of half-maximal effect; nearly all actives have a fitted effect of over 40% in size
MCF10A rerep = induces DNA re-replication in MCF 10a normal breast cells | MCF 10A DNA re-replication, Hoechst nuclear intensity, 48 h | Potency, µM (doses to about 46.1 µM), without a hit: at the top dose activity, positive = re-replication, most hits filed as activators | 2.9% of 350,000 active | AID 624296; note: potency is the fitted concentration of half-maximal effect; % of control where 0% means no effect; nearly all actives have a fitted effect of over 50% in size
The depositor's hits bear a star; i = inactive; ? = inconclusive; nt = not tested or not shown; & = joins results of further samples; [ ] = dose if it differs, or a comment. Unless noted, calls come from the whole dose curve; as a rule, active = well fitted curve in the direction sought with a large enough effect; inconclusive = small, poorly fitted or top-dose-only effect, or another doubt; inactive = no such curve, though single readings can be large; an effect the other way counts as inactive or inconclusive.

Sample of the layout, 6 compounds:
cpd | SMILES | KB-V1 MDR tox | IL-1B inflam inh | HT1080-NT tox | ATXN2 expr inh | HT1080 IDH1KD tx | SW480 rerep | KB-3-1 tox | S2 tox | MCF10A rerep
1 | O=C(CCS(=O)(=O)c1cccs1)Nc1ccc(C(=O)NCc2ccccc2)cc1 | -4% | -22 | -1% | -4% | -1% | 2% | -5% | i | -6%
2 | O=c1[nH]c2cccc(F)c2n2cccc12 | -1% | 7 | -5% | -17% | -8% | -3% | -9% | i | -21%
3 | N#CC1=C(N)OC2=C(C(=O)CCC2)C12CCN(C(=O)OCc1ccccc1)CC2 | 0% | 13 | 8% | 1% | 2% | -7% | 19% | i | -4%
4 | CN(C(=O)c1ccno1)c1nnc(-c2cccnc2)s1 | 14% | 12 | 10% | 0% | 0% | -4%[9.22 µM] | 22% | i | -5%
5 | CC(C)(C)C(=O)Nc1ccc(S(=O)(=O)Nc2nccs2)cc1 | 0% | 3 | -4% | 1% | -1% | 28% | 5% | i | 10%
6 | COc1cccc(NC(=O)COC(=O)c2c(NC(C)=O)sc(C)c2C)c1 | ? | 0 | -5% | 1% | 4% | ? | -2% | i | 27%

This part in full, from the start:
cpd | SMILES | KB-V1 MDR tox | IL-1B inflam inh | HT1080-NT tox | ATXN2 expr inh | HT1080 IDH1KD tx | SW480 rerep | KB-3-1 tox | S2 tox | MCF10A rerep
1 | O=C(CCS(=O)(=O)c1cccs1)Nc1ccc(C(=O)NCc2ccccc2)cc1 | -4% | -22 | -1% | -4% | -1% | 2% | -5% | i | -6%
2 | O=c1[nH]c2cccc(F)c2n2cccc12 | -1% | 7 | -5% | -17% | -8% | -3% | -9% | i | -21%
3 | N#CC1=C(N)OC2=C(C(=O)CCC2)C12CCN(C(=O)OCc1ccccc1)CC2 | 0% | 13 | 8% | 1% | 2% | -7% | 19% | i | -4%
4 | CN(C(=O)c1ccno1)c1nnc(-c2cccnc2)s1 | 14% | 12 | 10% | 0% | 0% | -4%[9.22 µM] | 22% | i | -5%
5 | CC(C)(C)C(=O)Nc1ccc(S(=O)(=O)Nc2nccs2)cc1 | 0% | 3 | -4% | 1% | -1% | 28% | 5% | i | 10%
6 | COc1cccc(NC(=O)COC(=O)c2c(NC(C)=O)sc(C)c2C)c1 | ? | 0 | -5% | 1% | 4% | ? | -2% | i | 27%
7 | Cc1ccc(NC(=O)c2ccco2)c(NC(=O)COc2ccccc2)c1 | -7% | -7 | 4% | 5% | 0% | -43%[inhibitor] | -3% | i | -21%
8 | COC(=O)C(Cc1ccccc1)NC(=O)C(CC(C)C)NC(=O)OC(C)(C)C (centres undefined) | 0% | 19 | 5% | 1% | 14% | -1% | 5% | ? | -5%
9 | O=C(CCN1CCN(c2ccccc2)CC1)Nc1ccc(Cl)cc1 | -2% | -8 | -12% | -2% | -23% | 7% | -6% | ? | 5%
10 | CN1CCN(C(CNC(=O)c2cccc(F)c2)c2ccc3c(c2)OCO3)CC1 (centres undefined) | 2% | nt | nt | 3% | nt | nt | 17% | i | nt
11 | Cc1ccc(N2CCN(C(=O)c3ccc4c(Cl)c5c(nc4c3)CCCC5)CC2)c(C)c1 | 8% | nt | nt | 0% | nt | nt | 12% | i | nt
12 | O=C(CCc1ccccc1)NCC(=O)N/N=C/c1ccc(O)cc1O | ? | 0 | -26% | nt | ? | ? | -13% | ? | ?
13 | C[C@@H]1CCC(=O)N(CC[C@H](Oc2ccccc2)c2ccccc2)CC1 | ? | -4 | 13% | 5% | 0% | -5% | 1%&-16% | i | 28%
14 | O=C(O)CCC(CNS(=O)(=O)c1ccccc1)C(F)(F)F (centres undefined) | 4% | -1 | 17% | 7% | 29% | -7% | 0% | i | -11%
15 | Cc1nc2c(OCc3ccc(C#N)cc3)cccn2c1N(C)Cc1cccs1 | 15µM* | ? | -27% | ? | -23% | nt | ? | i | nt
16 | CCN(C(=O)c1nn(-c2ccc(OC)cc2)c(=O)c2c1c1ccccc1n2C)c1ccc(OC)cc1 | 1% | 38 | 2% | -1% | 11% | 4% | -13% | i | 0%
17 | CCOc1ccccc1NC(=O)C(NCC1CCCCC1)c1ccccc1 (centres undefined) | -19% | 51 | -2% | nt | -6% | ? | -13% | ? | -8%
18 | O=C(/C=C/c1ccccc1)Nc1nnc(-c2ccco2)o1 | ? | -18 | -2% | -5% | 3% | ? | 10% | i | 78%
19 | COC(=O)c1ccccc1SC(CC(=O)c1ccccc1)c1ccc(F)cc1 (centres undefined) | -14% | ? | ? | -7% | ? | ? | -16% | i | ?
20 | CC1C(=O)N(Cc2cn(Cc3ccco3)nn2)CCS(=O)(=O)N1Cc1ccc(-c2ccc(F)nc2)cc1 (centres undefined) | 11% | -18 | -3% | 7% | 0% | nt | ? | i | nt
21 | COc1ccc(N2CCN(C(=O)c3cn(C)c(=O)c4c3c3ccccc3n4C)CC2)cc1 | -26% | 28 | -15% | 12% | ? | -4% | 2% | i | 4%
22 | COc1ccc(CN(C)CC(=O)NC(=O)Nc2ccccc2F)cc1 | 2% | -14 | 0% | nt | 2% | 18% | 0% | i | 0%
23 | Cc1cccc(C)c1NC(=O)C(c1ccccc1)N1CCN(c2ccc(C(F)(F)F)cn2)CC1 (centres undefined) | 11% | 0 | 3% | 3% | 0% | nt | 0% | i | nt
24 | Cn1c(-c2sc3cc(C(F)(F)F)cnc3c2-c2ccccn2)n[nH]c1=S | 1% | 10 | 7% | -6% | 13% | 2% | -2% | i | 3%
25 | CCOc1ccc(-n2c(SCC(=O)Nc3ccc4c(c3)OCCO4)nc3c([nH]c4ccccc43)c2=O)cc1 | -27% | nt | nt | 6% | nt | nt | -2% | i | nt
26 | Cc1ccc(CNC(=O)C2CCC(=O)N2CCc2ccccc2)cc1 (centres undefined) | ? | 15 | 11% | 2% | 13% | -8% | 8% | i | 0%
27 | COc1ccc(Cl)cc1NC(=O)C1CSC(c2ccncc2)=N1 (centres undefined) | 0% | -3 | -9% | -30% | -6% | -3% | -7% | i | 21%
28 | CC1=NN(Cc2ccccc2)C(=O)C1 | 15% | -2 | 8% | 3% | 3% | 4% | 8% | ? | -3%
29 | Cc1c(Cl)cccc1NC(=S)N1CCN(C(=O)c2ccco2)CC1 | nt | -2 | -2% | -3% | -14% | -1% | nt | i | 15%
30 | CSc1ncccc1C(=O)OCC(=O)NC1CC1 | 6% | 8 | 1% | 0% | 5% | -2% | -1% | i | -2%
31 | Cc1cccc(NC(=O)CSc2nc(C)cc(C)c2C(=O)Nc2ccc(Cl)cc2)c1 | 1% | nt | nt | 1% | nt | nt | 0% | i | nt
32 | Cc1ccc(S(=O)(=O)N2CCN(Cc3nc4ccc(C)cc4o3)CC2)c(C)c1 | -12% | nt | nt | -33% | nt | nt | 9% | i | nt
33 | Cc1ccc(-c2nnc(NC(=O)C3=COCCO3)o2)c(C)c1 | ? | -3 | -3% | -3% | -1% | -307%[inhibitor] | 10% | i | 3%
34 | O=C(OCC(=O)N1CCc2ccccc21)c1cncc(Br)c1 | 5% | 13 | 24% | 5% | 4% | -7% | 15% | ? | -10%
35 | O=C(COC(=O)C1COc2ccccc2O1)Nc1cccc(F)c1 (centres undefined) | 6% | 14 | 6%[9.24 µM] | 1% | 5% | ? | -2% | i | -8%
36 | CCOc1ccc(N(CC(=O)NN=C2CCN(C)CC2)S(C)(=O)=O)cc1 | 0% | 7 | 26% | 5% | 17% | -3% | -7% | i | 10%
37 | CC1(C)CC(NC(=O)c2cccc(S(=O)(=O)Nc3cccc(Cl)c3)c2)CC(C)(C)N1 | 9% | -8 | -5% | -5% | -8% | -29% | -4% | i | 1%
38 | Cc1ccnc(NCc2ccc(Br)cc2)c1 | 0% | 0 | 3% | 10% | 2% | 6% | 12% | i | 13%
39 | CC(=O)c1ccc(OCCCC(=O)NCCc2ccc(C(F)(F)F)cc2)cc1 | -7% | -11 | -16% | -17% | -13% | -10% | -7% | i | -9%
40 | COc1cc(CNc2ncnc3c2ncn3[C@H]2CN(Cc3ccc(C(=O)O)cc3)C[C@@H](CO)O2)cc(OC)c1OC | 8% | 61 | 22% | 18% | ? | nt | 19% | i | nt
41 | Cc1ccc(Cn2c(C)c(C(=O)NCc3cccc(C(F)(F)F)c3)sc2=O)cc1 | ? | -24 | -12% | 6% | 1% | nt | 6% | i | nt
42 | COC(=O)CCC(=O)N(CCN(Cc1ccccc1)C(=O)CCC(=O)OC)Cc1ccccc1 | -6% | 48 | ? | -8% | 9% | -7% | ? | i | 6%
43 | CCOC(=O)CC1c2nc3ccccc3cc2CN1C(=O)OCC (centres undefined) | -22% | 41 | 5% | nt | 9% | nt | 0% | nt | nt
44 | COC(=O)c1ccc(OC(=O)C2CC(=O)N(c3cccc(C)c3)C2)cc1 (centres undefined) | ? | 7 | 0% | 8% | 0% | -8% | 10% | i | 0%
45 | O=C(NCCc1csc(-c2cccnc2)n1)c1cccc(C(F)(F)F)c1 | 9.2µM* | nt | nt | -23% | nt | nt | ? | i | nt
46 | CO/N=C/C(=N\Nc1ccc(OC)cc1)C(=O)c1ccc(F)cc1 | -25% | 30 | 18% | -22% | ? | 26% | -15% | ? | ?
47 | Cc1nc2ccc(NC(=O)c3ccc(S(=O)(=O)N(C)C)cc3)cc2s1 | -24% | -11 | 23% | -12%[11.3 µM] | -2% | 1% | 3% | ? | 6%
48 | O=C(O)c1cn(Cc2ccccc2Cl)c2ccc(S(=O)(=O)N3CCOCC3)cc2c1=O | -8% | -3 | 5% | nt | 13% | -4% | -7% | i | 1%
49 | O=C(Cn1cc(C(F)(F)F)cc(Cl)c1=O)Nc1cccc(Cl)c1 | -14% | i | 3% | 17% | 9% | 8% | 1% | i | 0%
50 | CCOc1ccccc1N1CCN(C(=O)c2cccc(S(=O)(=O)N3CCOCC3)c2)CC1 | 23µM* | -2 | 0% | 1% | -4% | -4% | ? | i | 2%
